KCNH2 3.1 block: KCNH2 3.1 (human) potassium channel inhibition. U2OS KCNH2 3.1, thallium flux FluxOr; active compounds read low. AID 720553. activity change, % (tested at about 1.8 µM). hit rate 0.95% among 340,000;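 active means maximum activity change below -70%; inconclusive means maximum activity change from -70% to -50%; inactive means maximum activity change above -50%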;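 further: thallium influx rate constant from kinetic fluorescence after stimulation buffer; on the % scale 0 is the no-effect control and ±100 the full control effect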
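Measured as rate of thallium-driven FluxOr signal in transduced U2OS cells carrying the 3.1 channel, read kinetically for 2 min upon stimulation; values are rate constants scaled to DMSO control wells.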
ELG1 repair inh: ELG1-dependent DNA repair inhibition. HEK293T ELG1-luciferase reporter, luminescence, 16 h; DNA damage induced by 5-fluorouridine. Potency, µM (highest dose often 46.1 µM), inactives show at the top dose activity change, negative = inhibition, usual class: inhibitors. hit rate 2.3% among 330,000; further: potency means the concentration at half of the fitted maximal effect; on the % scale 0 is the no-effect control and ±100 the full control effect; nearly all actives have a fitted effect of over 55% in size
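DMSO vehicle served as the neutral condition. Each well held 2,000 cells given 5-fluorouridine plus compound; after 16 hr at 37 °C/5% CO2, ONE-Glo was added and luciferase measured 30 min later.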
FLuc counter: counter-screen for miR-21 project: firefly luciferase inhibitors or activators | Potency, µM (titrated, usually from 57.5 µM), without a hit: at the top dose activity change, negative = inhibition, most hits filed as inhibitors | P08659 | AID 588342 | hit rate 6.9% among 360,000 | purified FLuc, Km substrates, luminescence inhibition;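 further: potency means the concentration at half of the fitted maximal effect; plate controls were vehicle for no effect and reference inhibitor for full effect; nearly all actives have a fitted effect of over 55% in size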
Target sequence (P08659 whole entry, looked up): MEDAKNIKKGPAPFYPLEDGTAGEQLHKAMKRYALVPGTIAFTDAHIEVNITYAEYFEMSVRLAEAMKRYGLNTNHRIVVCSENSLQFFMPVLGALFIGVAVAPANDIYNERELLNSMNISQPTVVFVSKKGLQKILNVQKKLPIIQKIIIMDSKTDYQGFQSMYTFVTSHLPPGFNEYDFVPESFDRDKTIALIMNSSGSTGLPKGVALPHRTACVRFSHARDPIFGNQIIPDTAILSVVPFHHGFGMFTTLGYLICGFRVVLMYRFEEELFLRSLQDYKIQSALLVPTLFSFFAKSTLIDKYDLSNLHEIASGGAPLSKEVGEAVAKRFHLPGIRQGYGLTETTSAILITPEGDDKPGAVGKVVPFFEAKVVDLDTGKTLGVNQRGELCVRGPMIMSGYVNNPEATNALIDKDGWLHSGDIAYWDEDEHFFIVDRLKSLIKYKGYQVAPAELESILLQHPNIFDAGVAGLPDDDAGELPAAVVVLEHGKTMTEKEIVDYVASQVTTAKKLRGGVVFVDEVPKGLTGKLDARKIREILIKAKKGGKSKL
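Biochemical qHTS of compounds, final roughly 60 µM downward over six points, against 10 nM purified firefly luciferase using Km concentrations of substrates (10 uM D-luciferin, 10 uM ATP) in Tris acetate pH 7.5 buffer; luminescence output.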
Menin-MLL TR inh: displaces Texas Red mutant MLL peptide from human menin; O00255; Menin + Texas Red MLL mutant peptide, fluorescence polarization; Potency, µM (series often up to 61.6 µM), without a hit: at the top dose FP activity change, negative = inhibition, most hits filed as inhibitors; hit rate 0.23% among 270,000; active means well fitted inhibition curve with a large enough effect in the polarisation, with a control signal flat, not every such curve was filed as active; inconclusive means small, poorly fitted or top-dose-only effect, or effect the other way, or a change in a side signal; inactive means no such curve, though single readings can be large or run the other way; the % refers to the polarisation; further: potency means the concentration at half of the fitted maximal effect; % of control where 0% means no effect; many of its hits are not listed in these tables
MBNL1-CUG inh: blocks human MBNL1 binding to CUG repeat RNA; hit rate 0.036% among 280,000; Potency, µM (highest dose often 57.5 µM), for the others: top-dose activity change, negative = inhibition, actives largely listed as inhibitors; TR-FRET MBNL1-His/biotin-(CUG)12 binding, 665/545 ratio; Q9NR56; active means well fitted inhibition curve with a large enough effect in the signal ratio, with a control signal flat, not every such curve was filed as active; inconclusive means small, poorly fitted or top-dose-only effect, or effect the other way, or a change in a side signal; inactive means no such curve, though single readings can be large or run the other way; the % refers to the signal ratio; further: potency means the concentration at half of the fitted maximal effect; on the % scale 0 is the no-effect control and ±100 the full control effect
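Compounds (final 92 nM to 58 uM) are added to His-tagged MBNL1 and biotin-(CUG)12, then terbium anti-His antibody and streptavidin-XL665 (5 nM final). After 60 min at room temperature, the 665/545 nm ratio is read.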
PKM2 act: activators of human pyruvate kinase M2 | Potency, µM (titrated, usually from 57.5 µM), for inactives: top-dose activation, hits mostly activators | hit rate 0.34% among 260,000 | purified PKM2, Kinase-Glo ATP luminescence, activation; response scale: 0% is enzyme alone, no compound | P14618; further: potency means the concentration at half of the fitted maximal effect; on the % scale 0 is the no-effect control and ±100 the full control effect; nearly all actives have a fitted effect of over 55% in size
Target sequence (P14618 whole entry, looked up): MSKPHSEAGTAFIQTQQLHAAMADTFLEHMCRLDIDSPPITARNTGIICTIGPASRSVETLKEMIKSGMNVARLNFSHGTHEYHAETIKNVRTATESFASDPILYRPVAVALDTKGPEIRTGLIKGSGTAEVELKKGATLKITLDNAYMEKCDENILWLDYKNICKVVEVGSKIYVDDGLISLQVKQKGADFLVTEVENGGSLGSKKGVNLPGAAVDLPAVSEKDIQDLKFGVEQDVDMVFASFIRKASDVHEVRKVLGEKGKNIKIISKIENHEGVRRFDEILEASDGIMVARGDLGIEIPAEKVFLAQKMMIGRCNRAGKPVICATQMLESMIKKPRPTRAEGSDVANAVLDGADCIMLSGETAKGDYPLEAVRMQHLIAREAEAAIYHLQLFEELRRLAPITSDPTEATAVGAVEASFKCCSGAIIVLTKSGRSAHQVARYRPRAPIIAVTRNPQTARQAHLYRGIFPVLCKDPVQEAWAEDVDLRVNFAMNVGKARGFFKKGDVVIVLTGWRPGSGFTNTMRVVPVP
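hPK-M2, >95% pure; 0.1 mM ADP / 0.5 mM PEP final; imidazole pH7.2 buffer w/ 7 mM MgCl2, 50 mM KCl; 1 h RT; Kinase-Glo lum. Intermediate enzyme activity for dual inhibitor/activator qHTS.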
NPC1 prom act: activators of NPC1 promoter; Huh7 NPC1 promoter luciferase reporter, 24 h; Potency, µM (highest dose often 9.22 µM), inactives show at the top dose activation, actives largely listed as activators; hit rate 2.4% among 320,000; AID 485313;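 further: potency means the concentration at half of the fitted maximal effect; % of control where 0% means no effect; nearly all actives have a fitted effect of over 60% in size; reporter is driven by a mutant NPC1 promoter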
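Readout is luciferase luminescence, reflecting NPC1 promoter activation in stably transfected Huh7 cells after 24 h compound exposure at 37 °C in reduced-serum medium with 10% FBS.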
Rab9 promoter act: activates the Rab9 promoter; Huh7 Rab9 promoter-luciferase reporter, luminescence, 24 h; Potency, µM (titrated, usually from 9.22 µM), for inactives: at the highest dose activation, negative = inhibition, usual class: activators; hit rate 2.8% among 320,000; further: potency means the concentration at half of the fitted maximal effect; % of control where 0% means no effect; nearly all actives have a fitted effect of over 60% in size
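Cells were plated at 1500 per well in reduced-serum medium with 10% FBS and left 2 h. Compound in DMSO was then added for 24 h at 37 °C. Reporter signal was read by luminescence after 10 min with luciferase detection reagent.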
Mito fusion act: blocks mitochondrial division or promotes mitochondrial fusion; AID 485298; hit rate 0.23% among 320,000; Potency, µM (doses to about 46.1 µM), inactives show top-dose growth rescue (activation), most hits filed as activators; S. cerevisiae fusion-defective mutant growth rescue, CellTiterGlo 48 h;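 further: potency means the concentration at half of the fitted maximal effect; % of control where 0% means no effect; nearly all actives have a fitted effect of over 45% in size; temperature-sensitive fusion mutants such as fzo1-1 at 37 °C on non-fermentable ethanol glycerol medium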
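Temperature-sensitive fusion-defective S. cerevisiae (e.g. fzo1-1, mgm1-5) were grown with compound in YPEG medium (3% ethanol, 3% glycerol) for 48 hours at 37C. Growth rescue was measured as viability by CellTiterGlo luminescence after 10 minutes at ambient.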
RORgamma inh: inhibitors of mouse ROR gamma transcriptional activity. P51450. Drosophila S2 Gal4-RORgamma UAS-luciferase reporter, 20 h. Potency, µM (titrated, usually from 53.6 µM), inactives show top-dose activity change, negative = inhibition, actives largely listed as inhibitors. hit rate 5.4% among 310,000. AID 2551; further: potency means the concentration at half of the fitted maximal effect; on the % scale 0 is the no-effect control and ±100 the full control effect; nearly all actives have a fitted effect of over 60% in size
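Drosophila Schneider cells stably carrying a metallothionein-driven Gal4 DBD–ROR gamma fusion and a UAS-Photinus luciferase reporter were exposed to compound for 1 hr, then induced with copper sulfate (700 uM final) for 20 hr at ambient temperature before luminescence reading.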
Gal4-VP16 FLuc: inhibits Gal4-VP16 luciferase reporter, ROR gamma counter-screen | Drosophila S2 Gal4-VP16 UAS-luciferase, luminescence, 20 h | hit rate 3.5% among 310,000 | Potency, µM (top dose mostly 53.6 µM), for inactives: top-dose activity, negative = inhibition, most hits filed as inhibitors | AID 2546;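 further: Gal4-VP16 expression switched on by copper sulfate through the metallothionein promoter; potency means the concentration at half of the fitted maximal effect; on the % scale 0 is the no-effect control and ±100 the full control effect; nearly all actives have a fitted effect of over 50% in size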
* = called active by the depositor; ? = inconclusive; . = not tested or not shown; [ ] = remark or other dose. Unless noted, the call rests on the fitted dose curve; in most records, active means well fitted curve in the direction sought with a large enough effect; inconclusive means small, poorly fitted or top-dose-only effect, or another doubt; inactive means no such curve, though single readings can be large; an effect the other way counts as inactive or inconclusive.

SMILES	KCNH2 3.1 block	ELG1 repair inh	FLuc counter	Menin-MLL TR inh	MBNL1-CUG inh	PKM2 act	NPC1 prom act	Rab9 promoter act	Mito fusion act	RORgamma inh	Gal4-VP16 FLuc
C(=N\Nc1ccc2nncn2n1)/c1ccccn1	-3	5.8µM*	-3%	.	?	0%	-1%	-2%	-4%	-32%	5%
O=C(COC(=O)Cn1nnc2ccccc21)NC1CCCC1	8	3%	6%	17%	-2%	-7%	-1%	-2%	-4%	-2%	-11%
O=C(COc1ccc(C(=S)N2CCOCC2)cc1Cl)Nc1ccccc1Cl	3	-4%	-5%	5%	2%	3%	-1%	-2%	4%	-7%	-8%
Cc1cc(/C=c2\sc3nc4ccccc4n3c2=O)c(C)n1-c1ccc(C(=O)O)cc1	0	?	15µM*	43%[activator]	?	-2%	?	16%	1%	3%	8%
CN(CC(=O)Nc1ccc(F)cc1)C(=O)CSc1nccn1C	-17	12%	1%	.	.	.	2%	-4%	-2%	.	.
CCOC(=O)C1CCN(c2nc3cc(OC)ccc3cc2C#N)CC1	15	?	-2%	-16%	2%	0%	-3%	-10%	7%	17%	-1%
CCN=c1scc(-c2ccco2)n1/N=C/c1ccc(O)cc1	2	?	6.7µM*	?	?	2%	?	?	7%	0.1µM*	0.5µM*
COC(=O)CC1C(=O)NCCN1C(=S)Nc1cc(C)cc(C)c1 (centres undefined)	11	-1%	10%	1%	.	-1%	1%	2%	-2%	?	-3%
COc1ccc(Oc2cccc(Cl)c2CNC(=O)c2ccccc2C(=O)O)cc1	9	0%	-3%	.	1%	-3%	-2%	0%	8%	22%	-4%
Cc1c([N+](=O)[O-])c(C/C=N/O)nn1C	8	-7%	2%	.	3%	-6%	2%	-9%	-4%	1%	-4%
CC(C)CN(CC(C)C)C(=O)c1cc(S(=O)(=O)N2CCCCC2)c[nH]1	14	-5%	3%	.	2%	.	14%	3%	1%	1%	3%
O=C(O)c1ccc(Cl)c(S(=O)(=O)Nc2ccc(OCc3ccccc3)cc2)c1	5	?	?	?	-4%	.	15%	25%	5%	5%	-11%
Cc1cccc(OC2(c3ccccc3)OC(=O)c3ccccc32)c1C (centres undefined)	-14	-6%	8%	4%	-1%	0%	2%	0%	1%	-18%	-4%
Cc1ccc(N(Cc2cc3cccc(C)c3[nH]c2=O)S(=O)(=O)c2ccccc2)c(C)c1	3	-21%	1%	0%	-5%	1%	-4%	-1%	-11%	4%	-8%
COc1ccc(-n2nc(C(N)=O)c(O)cc2=O)cc1	1	-1%	-3%	1%	12%	-5%	1%	-7%	?	-8%	-19%
COc1cccc(/C=N/NC(=O)c2ccoc2C)c1	5	?	11µM*	.	11%	-35%	2.5µM*	1.6µM*	-1%	-39%	-22%
Cn1c(N)c(C(=O)COc2ccc(Cl)cc2Cl)c(=O)n(C)c1=O	-1	?	1%	9%	-5%	-1%	-3%	7%	2%	-8%	-4%
COC(=O)c1ccc(Cn2nnc3c(=O)[nH]c(C4CCCN(S(=O)(=O)c5ccc(C)cc5)C4)nc32)cc1 (centres undefined)	6	-14%	5%	27%	-9%	3%[0.46 µM]	-3%	-3%	3%	-20%	-21%
O=C(NC1CCCCCC1)c1ccc(=O)n(Cc2ccccc2)n1	-2	?	5%	-9%	4%	-9%	1%	-11%	0%	?	-10%[10 µM]
CCCc1cc(=O)[nH]c(SCc2nc3ccccc3s2)n1	-8	13%	-18%	-11%	-1%	3%	2%	3%	5%	21%	0%
O=C1c2c([N+](=O)[O-])cc([N+](=O)[O-])cc2S(=O)N1Cc1ccccc1 (centres undefined)	4	-3%	?	-8%	?	-12%	2%	-2%	4%	-17%	-18%
CCCCn1nnc(NC(=O)c2ccc(-c3ccccc3)cc2)n1	-13	?	?	?	8%	-9%	?	?	-5%	8%	3%[0.365 µM]
COc1ccc(N(C(=O)c2cccnc2)S(=O)(=O)c2cc(OC)ccc2OC)cc1	8	-1%	0%	.	-4%	-5%	1%	-1%	2%	3%	-5%
Cc1onc(-c2c(F)cccc2Cl)c1C(=O)N1CCCC1	-21	4%	2%	.	.	.	-1%	1%	2%	.	.
CCOc1ccccc1NC(=O)C1C2CCC3C(CCC21)C3(Cl)Cl (centres undefined)	-22	-8%	0%	0%	-4%	8%	-3%	3%	11%	17%	-11%

Following part
SMILES	KCNH2 3.1 block	ELG1 repair inh	FLuc counter	Menin-MLL TR inh	MBNL1-CUG inh	PKM2 act	NPC1 prom act	Rab9 promoter act	Mito fusion act	RORgamma inh	Gal4-VP16 FLuc
CN(C)CCCOC(=O)c1cc2ccccc2o1	-20	12%	0%	-10%	3%	5%	-5%	-1%	3%	-15%	1%
CCOC(=O)c1sc(=S)n(-c2ccccc2)c1C	1	6%	0%	.	6%	1%	-2%	-2%	0%	-31%	14%
CCOCCCN(C(=O)c1snc(C(N)=O)c1N)C(C(=O)NC1CCCC1)c1ccc(F)cc1 (centres undefined)	22	0%	1%	-6%	0%	.	-2%	-1%	6%	3%	12%
O=C(NCc1ccc(F)cc1)c1cccc(S(=O)(=O)N2CCOCC2)c1	6	8%	-1%	.	.	.	2%	-1%	-2%	.	.
COc1ccccc1CNC(=O)C1CCCCN1S(=O)(=O)c1ccccc1 (centres undefined)	-11	22%	4%	-1%	-8%	-7%	-2%	-2%	1%	-7%	1%
CCCCc1nnc(NC(=O)CSc2nc(O)c(-c3ccccc3)c(=O)[nH]2)s1	0	16%	?	13%	?	3%	-3%	-4%	-3%	-1%	-10%
COCCn1c(=S)[nH]c2ncccc2c1=O	6	?	2%	13%	1%	?	2%	-7%	-4%	-22%	-20%
CC1(C)SC(=Nc2ccccc2)N(S(=O)(=O)c2ccccc2)C1=O	25	3%	-1%	-4%	-4%	0%	-3%	-6%	-2%	8%	-2%
CC(NC(=O)c1cncc(Br)c1)c1ccc(S(N)(=O)=O)cc1 (centres undefined)	29	-8%	5%	3%	-3%	2%	1%	2%	-4%	14%	0%
COc1ccc(CNC(=S)Nc2ccc(Br)cc2)cc1	4	-5%	-9%	?	-3%	-5%	0%	2%	-19%	10µM*	11µM*
CCOC(=O)c1ccc(NC(=O)c2nc[nH]c2C(=O)N[C@@H](C)C(=O)OC(C)(C)C)cc1	16	-12%	-2%	.	-1%	2%	1%	-5%	2%	?	-4%
CCC1CCCCN1C(=O)CSc1nnc(CNC(=O)c2cc(OC)c(OC)c(OC)c2)o1 (centres undefined)	-6	-30%	0%	1%	-7%	1%	-1%	-7%	-3%	-14%	-1%
O=C(CO/N=C/c1ccc(OC(F)F)cc1)NCc1cccs1	-80*	-2%	1%	-2%	.	-8%	3%	0%	-7%	12%	7%
CN(C)S(=O)(=O)c1ccc(Cl)c(C(=O)Nc2cccc([N+](=O)[O-])c2)c1	-14	8.2µM*	0%	5%	?	-1%	-14%	-18%	3%	-3%	5%
COc1cc(-c2nnc(SCc3cccnc3)n2C)cc(OC)c1O	7	8%	-6%	7%	5%	1%	1%	-4%	2%	0%	1%

Among those listed so far, 4 have two or more sulfur atoms:
SMILES	KCNH2 3.1 block	ELG1 repair inh	FLuc counter	Menin-MLL TR inh	MBNL1-CUG inh	PKM2 act	NPC1 prom act	Rab9 promoter act	Mito fusion act	RORgamma inh	Gal4-VP16 FLuc
CCCc1cc(=O)[nH]c(SCc2nc3ccccc3s2)n1	-8	13%	-18%	-11%	-1%	3%	2%	3%	5%	21%	0%
CCOC(=O)c1sc(=S)n(-c2ccccc2)c1C	1	6%	0%	.	6%	1%	-2%	-2%	0%	-31%	14%
CCCCc1nnc(NC(=O)CSc2nc(O)c(-c3ccccc3)c(=O)[nH]2)s1	0	16%	?	13%	?	3%	-3%	-4%	-3%	-1%	-10%
CC1(C)SC(=Nc2ccccc2)N(S(=O)(=O)c2ccccc2)C1=O	25	3%	-1%	-4%	-4%	0%	-3%	-6%	-2%	8%	-2%

Assay outcomes (PubChem BioAssay)

This is a subset. The share of hits here may be higher or lower than overall.
